MT1-MMP txn act: activates MT1-MMP transcription; HT1080 MT1-MMP promoter luciferase reporter, luminescence, overnight; stronger effect = higher value; activation factor at 10 µM; 86,000 compounds, 0.16% hits;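 active means activation factor of at least 2 for MT1-MMP transcription at 10 µM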
Mac1 fbg enh: CD11b/CD18-fibrinogen binding enhancement; P05107+P11215; K562 CD11b/CD18 adhesion to fibrinogen, ATPlite luminescence; activation, % at 10 µM; 93,000 compounds, 0.07% hits; AID 1499;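 active means 10 µM primary screen giving 50% or more activity, confirmed by 40% or more on retest at that dose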; further: strong numbers were not always called active; reference of the scale not given here
sEH inhibitor: inhibitors of human soluble epoxide hydrolase | P34913 | recombinant human sEH enzymatic activity assay | inhibition, % at 2 µM | 91,000 compounds, 0.34% hits | AID 707; in the data active means inhibition above about 80%; further: values of inactives mirror those of a sister screen read the other way; many of its hits are not listed in these tables
Target sequence (P34913 whole entry, looked up): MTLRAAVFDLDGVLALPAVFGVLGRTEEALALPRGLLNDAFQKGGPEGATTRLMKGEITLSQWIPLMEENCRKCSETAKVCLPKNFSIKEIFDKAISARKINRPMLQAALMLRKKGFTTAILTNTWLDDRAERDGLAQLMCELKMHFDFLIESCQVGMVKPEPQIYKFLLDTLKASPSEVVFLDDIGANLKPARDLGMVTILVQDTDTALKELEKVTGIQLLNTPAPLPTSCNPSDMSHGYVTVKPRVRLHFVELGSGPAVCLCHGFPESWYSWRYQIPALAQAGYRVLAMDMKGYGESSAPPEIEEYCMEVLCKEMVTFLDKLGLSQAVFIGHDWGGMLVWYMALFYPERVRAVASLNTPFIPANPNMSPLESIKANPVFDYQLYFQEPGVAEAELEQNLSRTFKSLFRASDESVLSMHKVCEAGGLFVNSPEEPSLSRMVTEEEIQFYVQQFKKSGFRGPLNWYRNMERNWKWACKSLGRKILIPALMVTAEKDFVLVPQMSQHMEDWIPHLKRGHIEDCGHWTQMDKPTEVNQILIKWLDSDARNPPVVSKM
ERa coact pot: ER-alpha (human) coactivator binding potentiation | P03372 | TR-FRET ERalpha-LBD/SRC-Cy5 coactivator binding, 2 h; 100 = basal binding, no effect | coactivator binding (% of control), % at 25.6 µM | 86,000 compounds, 1.3% hits; in the data active means activity above about 200%;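 further: binding measured in presence of low estradiol as agonist stimulus; 0% = peptide alone without receptor and 100% = receptor with peptide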
sEH act: increases human soluble epoxide hydrolase activity; 91,000 compounds, 0.04% hits; activation, % at 2 µM; AID 717; P34913; purified human sEH enzymatic activity, activator screen; in the data active means activation above about 37%; further: values of inactives mirror those of a sister screen read the other way
ERb SRC1 inh: blocks coactivator binding to human estrogen receptor beta | TR-FRET ER-beta LBD / SRC1-Cy5 peptide binding; receptor agonist-loaded with 1 µM estradiol | 86,000 compounds, 1.3% hits | AID 633 | inhibition, % at 25.6 µM;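 active means compounds whose percent inhibition of the receptor-coactivator binding signal exceeds about 50% in the single-dose screen, limit read from the data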;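 further: 0% = receptor plus peptide wells without compound and 100% = peptide-only wells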
Target sequence (Q92731 whole entry, looked up, the tested form may be a part): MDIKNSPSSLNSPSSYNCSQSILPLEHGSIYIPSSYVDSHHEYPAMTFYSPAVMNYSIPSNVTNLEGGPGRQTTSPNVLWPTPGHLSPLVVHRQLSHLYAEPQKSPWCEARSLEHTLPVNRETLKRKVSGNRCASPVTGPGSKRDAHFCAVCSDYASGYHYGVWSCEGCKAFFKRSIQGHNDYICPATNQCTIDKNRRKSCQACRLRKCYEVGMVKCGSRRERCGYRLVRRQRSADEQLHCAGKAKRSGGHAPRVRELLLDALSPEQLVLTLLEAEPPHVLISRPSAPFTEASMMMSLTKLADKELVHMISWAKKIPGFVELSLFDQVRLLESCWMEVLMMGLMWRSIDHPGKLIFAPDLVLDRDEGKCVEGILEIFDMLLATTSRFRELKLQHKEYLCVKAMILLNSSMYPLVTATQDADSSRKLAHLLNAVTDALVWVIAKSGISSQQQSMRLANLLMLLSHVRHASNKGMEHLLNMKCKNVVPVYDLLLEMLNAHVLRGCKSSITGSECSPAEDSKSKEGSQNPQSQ
Candida biofilm: kills Candida albicans biofilms; inhibition, % at 6 µM; C. albicans biofilm + clotrimazole, Alamar Blue; AID 834; 85,000 compounds, 0.14% hits;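 active means inhibition above 20%; inactive means inhibition below 20%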;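 further: preformed 24 hr biofilms exposed to compound for 48 hr; 0% = biofilm without compound and 100% = blank killed by clotrimazole plus chlorhexidine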
Mac1 fbg inh: inhibitors of human CD11b/CD18 binding to fibrinogen. K562 CD11b/CD18 adhesion to fibrinogen, ATPlite luminescence; Mn2+ added to activate the integrin. AID 1497. 93,000 compounds, 0.54% hits. inhibition, % at 10 µM. P05107+P11215;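 active means primary inhibition of 50% or more at 10 µM, then 40% or more on retest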; further: some results filed as inactive read as strong as hits
Smad3 inh: Smad3 (human) transcription factor binding inhibition; AID 630; inhibition, % at 25 µM; 88,000 compounds, 0.29% hits; TR-FRET Smad3/Dy647-FoxH1 peptide binding, europium anti-His; P84022;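 active means compounds that reduce the energy-transfer binding signal between the protein and its labelled peptide by more than half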;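 further: 0% = Smad3 plus labelled peptide maximal FRET and 100% = peptide-only background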
Starred values were filed as active, the others as inactive; / = not tested or not shown; [ ] = dose if it differs, or a comment. Only part of the results is shown. The share of hits here may be higher or lower than overall.

SMILES | MT1-MMP txn act | Mac1 fbg enh | sEH inhibitor | ERa coact pot | sEH act | ERb SRC1 inh | Candida biofilm | Mac1 fbg inh | Smad3 inh
O=C(Cc1ccc(S(=O)(=O)N2CCCC2)s1)N1CCOCC1 | 1.1 | 0 | -5 | 63 | 6 | 45 | 11 | -6 | 4
CC1Cn2c(nnc2-c2ccccc2O)S1 (stereo unspecified) | 1.1 | -2 | 12 | 97 | -12 | 9 | 9 | -12 | -8
CCCOc1ccc(-c2cnc(SCC(N)=O)nc2N)cc1 | 1.3 | -9 | -9 | 116 | 9 | -5 | 4 | -10 | 7
CCOC(=O)Cc1nnc(NC(=O)C(CC)Sc2nc(C)cc(=O)[nH]2)s1 (stereo unspecified) | 1 | -7 | / | 147 | / | -3 | 2 | -7 | -1
CCOC(=O)CCc1c(C)c(C#N)c2nc3ccccc3n2c1-n1cnc2ccccc21 | 1.2 | 2 | 4 | 184 | -3 | 16[fluorescence artefact?] | 6 | -40 | 29[fluorescence artefact?]
CCCCCn1c(CN2CCCCC2CC)nc2c1c(=O)n(C)c(=O)n2C (stereo unspecified) | 1.2 | 4 | / | 92 | / | -1 | -2 | -50 | -9
CCOC(=O)C1=CSC2=NS(=O)(=O)CCN12 | 1.1 | 0 | -2 | 104 | 1 | -14 | 8 | 3 | -5
CCCCC(OC(=O)c1cc2occc2n1C)C(=O)NCC1CCCO1 (stereo unspecified) | 1.2 | 7 | -2 | 103 | -1 | -2[fluorescence artefact?] | -1 | -10 | 10
CCn1nc([N+](=O)[O-])c(C(C#N)c2nc3cc(C(F)(F)F)ccc3s2)c(Cl)c1=O (stereo unspecified) | / | -8 | 5 | / | -4 | / | / | 94* | /
CC(C)Cc1nc2oc3c(Cl)ncnc3c2c2c1CCC2 | 1 | -1 | 9 | 88[fluorescence artefact?] | -9 | -5 | 3 | -19 | -6
COc1ccc(S(=O)(=O)NC(CC(=O)N2CCc3ccccc32)c2ccco2)cc1 (stereo unspecified) | 1.3 | 9 | 4 | 126 | -4 | -3 | 12 | -45 | -4
CSc1nsc(SCC(=O)Nc2ccc(Br)cn2)n1 | / | -1 | 9 | / | -8 | / | / | 12 | /
O=C1CC(=C2c3ccccc3-c3ccccc32)C(=O)N1CCN1CCN(c2ccccc2)CC1 | 1 | / | 12 | 110 | -10 | 1 | 5 | / | -21
COc1cccc(C2=NOC(C(=O)N3CCN(Cc4ccccc4)CC3)C2)c1OC (stereo unspecified) | 1.1 | 8 | -10 | 110 | 9 | -6 | 6 | 4 | 3
COc1ccc(C2CC(c3cccs3)n3nc(N)nc3N2)cc1 (stereo unspecified) | 1.1 | / | 5 | 115 | -6 | -6 | 5 | / | -2
COc1ccccc1NC(=O)c1cccnc1 | / | 0 | 0 | 123 | 1 | -2 | 7 | 15 | 7
Cc1ccc(NC(=O)C2(N(C(=O)Cn3nnnc3N)c3ccc(C)cc3)CCCCC2)cc1 | 1 | 2 | / | 73 | / | 22 | -2 | -4 | 7[fluorescence artefact?]
Cc1ccc(Cc2nnc3n(-c4cccc(C)c4)nc(C(=O)c4ccccc4)n3c2=O)cc1 | 1.2 | / | 1 | 112 | -1 | 12[fluorescence artefact?] | 6 | / | 1
COc1cc(/C=N/N(C)c2ccccc2)ccc1O | 1.2 | -2 | -13 | 87 | 11 | 8 | 6 | 12 | 22
CCNc1nc(NCC)nc(ON=C(C)C)n1 | / | -2 | -1 | / | 2 | / | / | 0 | /
c1ccc(SCc2nc(-c3ccccn3)no2)cc1 | 1.5 | 8 | -3 | 108 | 1 | 23 | 10 | -39 | 4
CCOC(=O)c1nnc(-c2ccc(C)cc2)nc1Oc1ccccc1Cl | / | -1 | 2 | / | -1 | / | / | 2 | /
Clc1cc(Cl)c2nc(N3CCOCC3)sc2c1 | 1.5 | / | -3 | 100 | 3 | -8 | 9 | / | 6
O=C(CSc1nnc(Cc2cccs2)n1C1CCCCC1)N1CCCc2ccccc21 | 1.5 | 11 | 1 | 94 | 1 | -13 | 8 | 13 | 12[fluorescence artefact?]
COc1ccccc1Cn1c(=O)c2ccccc2n2c(Sc3ncnc4sccc34)nnc12 | 0.7 | 0 | / | 259*[fluorescence artefact?] | / | 24[fluorescence artefact?] | 9 | 13 | 4
SMILES | MT1-MMP txn act | Mac1 fbg enh | sEH inhibitor | ERa coact pot | sEH act | ERb SRC1 inh | Candida biofilm | Mac1 fbg inh | Smad3 inh
CCOc1cc(CN2CCN(c3cccc(C(F)(F)F)c3)CC2)ccc1OC | 1 | 1 | -20 | 99 | 13 | -1 | -3 | -5 | -10
COc1ccc(S(=O)(=O)Nc2ccccc2C(=O)OC2CCCN(C)C2)cc1OC (stereo unspecified) | 1.1 | 1 | / | 87 | / | 3 | 1 | -4 | 3
CC(C)(C)c1cnnn1-c1ccc(C=O)cc1 | 1.2 | / | 4 | 103 | -4 | 21 | -1 | / | -19
CCOC(=O)C1CCCN(C(=O)c2cc(Cl)ccc2Cl)C1 (stereo unspecified) | 1.3 | 2 | -4 | 113 | 3 | -4 | 7 | 4 | 3
CC(=O)CSc1nnc(-c2ccc(S(=O)(=O)N3CCC(C)CC3)cc2)o1 | 1.4 | / | 14 | 126 | -10 | 14[fluorescence artefact?] | 7 | / | -58[fluorescence artefact?]
Cc1ccc(C)c(S(=O)(=O)NCc2ccc(C(=O)N3CC(C)OC(C)C3)cc2)c1 (stereo unspecified) | 1.1 | / | -10 | 98 | 12 | -3 | 1 | / | 11
O=S(=O)(NCCc1ccccc1)c1cccc(S(=O)(=O)N2CCOCC2)c1 | 1.1 | -2 | 9 | 107 | -6 | -4[fluorescence artefact?] | 6 | 1 | 6
CC1CCN(C(=O)c2cc(-c3ccc(Cl)c(Cl)c3)on2)CC1 | 1.2 | / | -2 | 104 | 3 | -11 | 5 | / | 5
Cc1cc(C)n2nc(SCC(=O)c3cc(C)n(-c4cc(C)on4)c3C)nc2n1 | 1.1 | -3 | 6 | 95[fluorescence artefact?] | -3 | 0 | 9 | 52 | 4
Cc1snc(S(=O)(=O)/C(C#N)=N\Nc2ccccc2)c1C#N | / | 0 | -8 | 110[fluorescence artefact?] | 9 | 1 | 8 | 6 | 1
CC1(C(=O)NC2CCCCCCC2)CCC(=O)N1Cc1cccnc1 (stereo unspecified) | 1.1 | -5 | / | 114 | / | 2 | 6 | -4 | 6
COCCNC(=O)CCc1ccc(S(=O)(=O)Nc2ccc(C)cc2)cc1 | 1.2 | 2 | 0 | 99 | 2 | 4[fluorescence artefact?] | 0 | 10 | 0
O=C(NCCn1cccc1)c1cccc2ccccc12 | 1.1 | 1 | 1 | 114 | -5 | -2 | 9 | 2 | 11
O=C(O)c1ccc(-c2ccc(Cl)cc2Cl)o1 | / | -2 | 7 | / | -9 | / | / | -34 | /
c1ccc(-n2c(-c3ccco3)nnc2-c2ccco2)cc1 | / | -2 | -6 | 108 | 4 | 0 | 6 | 4 | 15
CCCCOC(=O)CSc1nc2c(c(=O)[nH]c(=O)n2C)n1C/C=C(\C)Cl | 1.2 | 0 | 6 | 102 | -8 | -5 | 7 | 78 | 4[fluorescence artefact?]
CC(Sc1nncn1C)C(=O)Nc1nnc(C(C)C)s1 (stereo unspecified) | 1.2 | -1 | / | 104 | / | 2[fluorescence artefact?] | 7 | -1 | -1
CCOC(=O)c1c(C)nc2c(c(SC)nn2-c2ccccc2)c1N | / | 1 | -2 | / | 3 | / | / | 20 | /
N#Cc1ccc(-c2ccc(F)cc2)nc1SCC(=O)Nc1sc2c(c1C#N)CCC2 | / | 2 | 6 | / | -6 | / | / | -16 | /
COc1ccccc1N1CCN(C2CCN(S(=O)(=O)c3ccc4ccccc4c3)CC2)CC1 | 1 | -2 | 6 | 119[fluorescence artefact?] | -5 | -2[fluorescence artefact?] | 9 | 9 | 0
COc1ccccc1NC1=C(Cl)C(=O)N(C2CCCCC2)C1=O | / | -1 | -5 | / | 3 | / | / | 5 | /
Cc1c(/C=N/NC(=O)C(C)(C)Oc2ccc(Cl)cc2)cnn1C | / | 6 | 10 | / | -8 | / | / | 3 | /
NC(=O)[C@H](Cc1cc2ccccc2s1)NC(=O)[C@@H]1CC2(CC(c3cccc(NC(=O)[C@@H]4CCC(=O)N4)c3)=NO2)CN1C(=O)/C=C/c1c(F)cccc1Cl (stereo partly specified) | / | 148* | 22 | / | -21 | / | / | 1 | /
O=C(Oc1cccc(Br)c1)c1cccnc1 | 1 | 4 | -15 | 95 | 14 | 1[fluorescence artefact?] | 3 | -1 | 9
CCCOCCOC(=O)c1[nH]c2c(c1C)C(=O)CC(c1cc(OC)ccc1OC)C2 (stereo unspecified) | 1.1 | / | / | 126 | / | -4 | 6 | / | 4
SMILES | MT1-MMP txn act | Mac1 fbg enh | sEH inhibitor | ERa coact pot | sEH act | ERb SRC1 inh | Candida biofilm | Mac1 fbg inh | Smad3 inh
COc1ccc(CNC(=O)CN(Cc2ccccc2)C(=O)c2csnn2)cc1 | 1.1 | 3 | 5 | 102 | -2 | -10 | 7 | -8 | 3
COc1ccc(OCC(=O)Nc2nnc(C)s2)cc1 | 1.2 | 0 | 3 | 93 | -4 | 1 | 0 | -16 | 2
Cc1[nH]c2ccccc2c1C1C(c2ccccc2)=NN=C(C(C)C)N1O (stereo unspecified) | 1.2 | / | 5 | 92 | -6 | -3 | 5 | / | 5
COc1ccc(CCNc2nc(C)cc(=O)[nH]2)cc1OC | 1.2 | / | -16 | 101 | 20 | 2[fluorescence artefact?] | -5 | / | -12
CCOc1ccc(NC(=O)C2CCC(CNc3c(N4CCOCC4)c(=O)c3=O)CC2)cc1 (stereo unspecified) | / | -12 | 3 | 92[fluorescence artefact?] | 0 | 5 | 8 | -2 | -3
Cc1ccc2c(C(=O)CN3CCCCC3CCO)c(C)[nH]c2c1 (stereo unspecified) | 1.3 | 0 | / | 121 | / | -10 | 9 | -9 | 0
Cn1c(SCC(=O)N2CCCC2)nnc1-c1ccc(S(=O)(=O)N2CCCC2)cc1 | 1.1 | / | -11 | 93 | 10 | -7 | 5 | / | 7
COc1ccc(C)cc1S(=O)(=O)N1c2ccccc2CC1C (stereo unspecified) | 1 | 1 | 32 | 116 | -32 | -3 | 2 | -2 | 0
Cc1cccc(C)c1OCC(=O)N=Nc1c(O)[nH]c2ccc(Br)cc12 | 1 | 49 | -13 | 94 | 10 | -2 | 5 | 2 | 17
Cc1cc(=O)n2c(-c3ccccc3C)n[nH]c2n1 | 0.9 | -1 | -12 | 101 | 11 | 1 | -1 | 0 | -8
Cc1ccc(S(=O)(=O)Cc2ccc(C(=O)N3CCCC3)o2)cc1 | 1 | -3 | -13 | 96 | 16 | 1 | 12 | 2 | 8[fluorescence artefact?]
CCCCC(=O)Nc1ccc(N2CCN(S(C)(=O)=O)CC2)cc1 | 1.2 | -1 | 16 | 105 | -14 | 1 | 5 | -2 | -13
CCOc1cc(CNc2ccc(N(C)C)cc2)cc(Br)c1OCC(=O)NC(C)(C)C | / | 6 | 13 | / | -11 | / | / | -1 | /
O=C(CSC(=S)N1CCCCC1)Nc1nc(-c2ccccc2)c(-c2ccccc2)o1 | / | -3 | 64 | / | -64 | / | / | -9 | /

Ordered by molar mass (lowest first): part of the list above
SMILES | MT1-MMP txn act | Mac1 fbg enh | sEH inhibitor | ERa coact pot | sEH act | ERb SRC1 inh | Candida biofilm | Mac1 fbg inh | Smad3 inh
CCCCC(=O)Nc1ccc(N2CCN(S(C)(=O)=O)CC2)cc1 | 1.2 | -1 | 16 | 105 | -14 | 1 | 5 | -2 | -13
Cc1cccc(C)c1OCC(=O)N=Nc1c(O)[nH]c2ccc(Br)cc12 | 1 | 49 | -13 | 94 | 10 | -2 | 5 | 2 | 17
O=C(CSC(=S)N1CCCCC1)Nc1nc(-c2ccccc2)c(-c2ccccc2)o1 | / | -3 | 64 | / | -64 | / | / | -9 | /
CCOc1cc(CNc2ccc(N(C)C)cc2)cc(Br)c1OCC(=O)NC(C)(C)C | / | 6 | 13 | / | -11 | / | / | -1 | /
